Screening results: PubChem BioAssay, Johns Hopkins Ion Channel Center
Kir21 inh = blocks the mouse Kir2.1 inward-rectifier potassium channel; HEK293-Kir2.1, FluxOR thallium flux fluorescence; hits give low values; P35561; actives 0.85% (n = 310,000); B-score at 10 µM;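 active means fluorescence ratio B-score at or below minus 3 SD of library scores, with starting-brightness B-score within 2 SD, cut at about -4.2 in these data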;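 further: channel flux triggered by added potassium and thallium sulfate stimulus; B-score of peak minus minimum fluorescence over baseline after thallium stimulus; more negative B-score means stronger Kir2.1 block with less thallium influx; some compounds called inactive have numbers as strong as hits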
Target sequence (P35561 whole entry, looked up): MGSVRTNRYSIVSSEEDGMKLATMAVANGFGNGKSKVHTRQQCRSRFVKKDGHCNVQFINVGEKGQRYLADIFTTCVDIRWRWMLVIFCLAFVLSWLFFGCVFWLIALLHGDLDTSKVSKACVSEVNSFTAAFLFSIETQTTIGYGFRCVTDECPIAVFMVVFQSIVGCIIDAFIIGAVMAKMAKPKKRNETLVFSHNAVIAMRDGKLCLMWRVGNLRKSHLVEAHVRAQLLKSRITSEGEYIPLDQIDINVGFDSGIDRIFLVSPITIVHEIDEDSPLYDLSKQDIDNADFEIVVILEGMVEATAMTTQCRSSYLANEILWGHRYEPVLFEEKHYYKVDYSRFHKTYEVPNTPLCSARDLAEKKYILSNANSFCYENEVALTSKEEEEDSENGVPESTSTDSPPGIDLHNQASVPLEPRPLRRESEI
KCNQ2 inh = KCNQ2 potassium channel inhibitors, primary screen, cell-based, CHO-K1, FluxOR thallium flux, B-score (AID 2156) | O88943 | 20 min; hits give low values | B-score at 10 µM | actives 1.1% (n = 310,000);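 active means fluorescence ratio B-score at most minus 3 library SDs, with starting brightness B-score within 2 library SDs, cut at about -5.5 in these data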
* = called active by the depositor; i = inactive.

Fields: Kir21 inh | KCNQ2 inh
Cc1ccc(C(=O)CCNc2ccc(Br)cc2)o1
  -0.67 | i
COc1ccc(-c2csc(NC(=O)CS(=O)(=O)c3ccc(F)cc3)n2)cc1OC
  -0.33 | i
O=C(NC1CCCC1)C(c1cccnc1)N(C(=O)c1csnn1)c1ccccc1Cl (stereo not given)
  -0.45 | i
O=C1CCN(CCc2ccccc2)CCN1CCSc1ccc(Br)cc1
  -0.32 | i
Cc1csc(NC(=O)c2ccc3nc[nH]c3c2)n1
  0.07 | i
O=C(CC(c1ccccc1)c1ccco1)Nc1nccs1 (stereo not given)
  -0.38 | i
CSCCC(NS(=O)(=O)c1ccccc1F)C(=O)NCc1ccncc1 (stereo not given)
  0.61 | i
Cc1ccc(Cn2c(=N)c(C(=O)NCC3CCCO3)cc3c(=O)n4ccccc4nc32)cc1 (stereo not given)
  0.74 | i
CC(=NC1CC1)C1=C(O)c2ccccc2C1=O
  2.52 | i
O=C1NC(=O)C(CC(=O)N(c2ccccc2)C2(C(=O)NC3CCCC3)CCCCC2)N1 (stereo not given)
  0.44 | i
CCn1ncc(C2=NOC(C(=O)N3CCC(C(N)=O)CC3)C2)c1C (stereo not given)
  0.08 | i
O=C(COC(=O)C1(c2ccc(F)cc2)CCCC1)NC1CC1
  -0.74 | i
O=C(CCNC(=O)C1CCN(S(=O)(=O)c2ccc(F)cc2)CC1)NCc1cccnc1
  -1.63 | i
O=C(Nc1nccs1)c1ccc(-c2ccc(F)cc2)o1
  0.21 | i
Cc1ccccc1NC(=O)c1cccc(NC(=O)c2ccccc2C(=O)O)c1
  -1.23 | i

Going on with the list.
Fields: Kir21 inh | KCNQ2 inh
CCOC(=O)Nc1sc(=S)n(C)c1C
  0.01 | i
O=C(CN1CCN(S(=O)(=O)c2ccc(Br)cc2)CC1)N/N=C/c1ccncc1
  -1.51 | i
Cn1c(SCC(=O)Nc2nccs2)nnc1-c1ccccn1
  1.22 | i
CCC(=O)c1cn(CC(=O)Nc2ccccc2F)c2ccccc12
  0.06 | i
COc1ccc(C(C)(C)C)cc1S(=O)(=O)n1ccnc1C
  -2.2 | i
C=CCSc1nnc(Cn2c(=O)sc3ccccc32)n1C
  0.08 | i
COCCn1c(-c2ccccc2)cnc1N
  0.93 | i
CC(=O)N(CC(=O)Nc1sc(C)c(C)c1C(N)=O)Cc1ccccc1
  -1.31 | i
COc1ccc2[nH]c(=O)c(CNc3ccc(C)c(C)c3)cc2c1
  0.07 | i
CC(C)(C)NC(=O)/C(=C\C=C\c1ccccc1)NC(=O)c1ccc([N+](=O)[O-])cc1
  -0.64 | i
Fc1ccc(C(c2nnnn2Cc2ccco2)N2CCN(C3CCCCC3)CC2)cc1 (stereo not given)
  -1.68 | i
O=C(Nc1ccc(OCC(F)(F)C(F)F)c(C(F)(F)F)c1)c1ccc(Cl)cc1
  2.13 | i
COC(=O)c1c(C(=O)OC)c(-c2cccc(Cl)c2)n2c1CS(=O)C2 (stereo not given)
  0.85 | i
COc1ccc(NC(=O)CSCc2ccc(C#N)cc2)c(OC)c1
  0.57 | i
Cc1ccc(C)c(C(=O)CC2(O)C(=O)Nc3ccccc32)c1 (stereo not given)
  -0.19 | i

In another format: entries from further up
| Kir21 inh | KCNQ2 inh | smiles |
| --- | --- | --- |
| 0.07 | i | COc1ccc2[nH]c(=O)c(CNc3ccc(C)c(C)c3)cc2c1 |
| -0.64 | i | CC(C)(C)NC(=O)/C(=C\C=C\c1ccccc1)NC(=O)c1ccc([N+](=O)[O-])cc1 |
| -1.68 | i | Fc1ccc(C(c2nnnn2Cc2ccco2)N2CCN(C3CCCCC3)CC2)cc1 (stereo not given) |

Additional entries follow:
Fields: Kir21 inh | KCNQ2 inh
Cc1nn(CC2CC2)c(=O)n1-c1ccccc1
  -0.17 | i
CCCCc1nc2sc3c(c2c(=O)n1NC(=O)c1ccco1)CC(C)(C)OC3
  1 | i
COc1cccc(-c2noc(C3CCCN(C(=O)CC(C)(C)C)C3)n2)c1 (stereo not given)
  -1.08 | i
O=C(CC12CC3CC(C1)CC(CC(=O)N1CCCC1)(C3)C2)N1CCCC1
  0.03 | i
Cc1c(Nc2cc(N3CCCC(C)C3)c3nonc3c2[N+](=O)[O-])c(=O)n(-c2ccccc2)n1C (stereo not given)
  -0.75 | i
C/C(CC(=O)Nc1ccc(Cl)cc1Cl)=N\NC(=O)C(=O)NCCO
  0 | i
Cc1nn(C(=O)c2cccnc2)c(C)c1C
  -1.06 | i
CCOC(=O)C1=C(C)Nc2ccccc2N=C1NC(=O)Cc1ccc(OC)cc1
  -0.78 | i
CCc1cccc(CC)c1C(O)c1cccnc1 (stereo not given)
  -4.62* | i
O=C(CSC1CC(=O)N(CCc2ccccc2)C1=O)Nc1ccc(Br)cc1 (stereo not given)
  -0.7 | i
Nc1c(C(=O)Nc2ccccc2)c2nc3ccccc3nc2n1-c1ccc(O)cc1
  0.81 | i
O=C(Nc1ccc(Cl)cc1)NC1CCS(=O)(=O)C1 (stereo not given)
  -0.5 | i
O=C(COc1ccc2ccc(=O)oc2c1)N1CCN(C(=O)C2COc3ccccc3O2)CC1 (stereo not given)
  0.14 | i
Cn1c(CNC(=O)c2cccs2)n[nH]c1=S
  0.78 | i
O=C1CCCc2c1sc1nc3n(c(=O)c21)CCCCC3
  1.11 | i

Among those listed so far, these have an NH in an aromatic ring.
Fields: Kir21 inh | KCNQ2 inh
Cc1csc(NC(=O)c2ccc3nc[nH]c3c2)n1
  0.07 | i
COc1ccc2[nH]c(=O)c(CNc3ccc(C)c(C)c3)cc2c1
  0.07 | i
Cn1c(CNC(=O)c2cccs2)n[nH]c1=S
  0.78 | i

More results follow:
Fields: Kir21 inh | KCNQ2 inh
Cn1cccc1Cc1nnc(SCC(=O)Nc2ccc(F)cc2)n1-c1ccc(F)cc1
  0.72 | i
O=C(O)c1ccccc1C(=O)NNc1ccc(F)cc1
  1.43 | i
Cc1ccccc1C(C(=O)NC1CCCCC1)N(C(=O)CNC(=O)c1ccco1)c1cccnc1 (stereo not given)
  0.21 | i
Cc1cc(OCC(O)CN2C(C)CCCC2C)ccc1C(C)C (stereo not given)
  -0.47 | i
CCCCCc1nnc(NC(=O)Cc2cccs2)s1
  0.63 | i
CCCCn1c(SCC(=O)Nc2cc(NC(=O)c3ccco3)ccc2C)nc2ccccc2c1=O
  0.68 | i
CNC(=S)NNC(=O)c1ccc(=O)n(Cc2ccc(Cl)cc2Cl)c1
  0.5 | i
Cc1ccc(N(Cc2ccccc2)C(=O)c2cccc(S(=O)(=O)N3CCOCC3)c2)cc1
  -0.01 | i
CC(C)NC(=O)COCc1cc(-c2ccc3c(c2)OCO3)on1
  0.17 | i
CCOc1ccc(N(C)S(=O)(=O)c2ccc(-c3cc(C)no3)s2)cc1
  0.65 | i
Cc1ccccc1-c1nc(CS(=O)(=O)CC(=O)N(C)C2CCCCC2)c(C)o1
  -0.07 | i
COc1cc2c(cc1OC)C(CC(=O)O)N(C(=O)CC1CCCC1)CC2 (stereo not given)
  -0.04 | i
O=C(Nc1cccc(NC(=O)c2cccs2)c1)c1ccco1
  -0.56 | i
CCN1CCN(CCc2nc3cc(NC(=O)COc4ccc(Cl)cc4)ccc3n2C)CC1
  -1.62 | i
O=C(O)CCn1c(=S)oc2ccccc21
  -1.11 | i

Continuation:
Fields: Kir21 inh | KCNQ2 inh
CCn1ncc(CNC(=O)c2cccc([N+](=O)[O-])c2)c1C
  0.29 | i
Cc1cccc(C)c1NC(=O)CCc1nnc2ccc(N3CCCC3)nn12
  -0.04 | i
N#C/C(=C\c1cn(-c2ccccc2)nc1-c1cccnc1)c1nnc2n1CCCCC2
  -3.1 | i
CCCS(=O)(=O)c1c(S(=O)(=O)CCC)c2c(N)cccn2c1C(=O)c1ccccc1
  -1.03 | i
CCN(C(=O)COC(=O)c1cccc(-n2cnnn2)c1)C1CCCCC1
  1.1 | i
CN(C)S(=O)(=O)c1ccc(NC(=O)c2ccccn2)cc1
  0.83 | i
CCOC(=O)c1c(C)[nH]c(C(=O)CSc2nnc(C3CC3)n2N)c1C
  1.99 | i
CCc1[nH]nc2c1C(c1cccc(OC(=O)N3CCOCC3)c1)C(C#N)=C(N)O2 (stereo not given)
  1.18 | i
O=C1CCC/C(=N\NC(=O)c2ccc(COc3cccc4cccnc34)cc2)C1
  -0.02 | i
CC(NC(=O)C(Cc1ccccc1)NC(=O)c1ccccc1)C(=O)O (stereo not given)
  -0.14 | i
CCc1ccc(OCC(=O)NC(=S)Nc2cccc(CO)c2)c(Br)c1
  0.17 | i
CCCS(=O)(=O)Nc1c(OC)ccc2c1c(C(=O)OCC)c(C)n2C
  -1.3 | i
CN(C)/N=C1\CCS(=O)(=O)c2sccc21
  -0.23 | i
CC(c1ccc(Br)cc1)N1CC23C=CC(O2)C(C(=O)O)C3C1=O (stereo not given)
  1.02 | i
O=C(COc1ccc2c(c1)OCO2)NC12CC3CC(CC(C3)C1)C2
  -0.29 | i

New compounds follow.
Fields: Kir21 inh | KCNQ2 inh
CC1CC(=O)Nc2ccc([N+](=O)[O-])cc2N1C (stereo not given)
  1.7 | i
O=C(CNC(=O)c1ccco1)NCC(=O)OC(C(=O)c1ccccc1)c1ccc(Cl)cc1 (stereo not given)
  1.15 | i
O=C(CSc1ccc2nnc(-c3cccnc3)n2n1)Nc1ccccc1C(F)(F)F
  -1.66 | i
Cc1cccc(Cc2nnc(CCC(=O)N(CC3CC3)CC3CCCO3)o2)c1 (stereo not given)
  0.91 | i
O=C1C2CCCN2C(c2ccccc2)N1c1nccs1 (stereo not given)
  1.85 | i
COC(=O)/C=c1/s/c(=C(\C#N)C(=O)NCc2ccco2)n(-c2ccc(C)cc2)c1=O
  -1.09 | i
Cc1ccc(-n2nc(C)cc2NC(=O)c2ccc(C)s2)cc1
  -0.08 | i
COc1ccc(CCNc2oc(COc3ccccc3)nc2C#N)cc1
  -3.03 | i
CCc1nnc(NC(=O)CSc2nccn2-c2cc(C)cc(C)c2)s1
  -1.66 | i
C=C(C)c1cccc(C(C)(C)NC(=O)NCC2CCCO2)c1 (stereo not given)
  -1.55 | i
CCOC(=O)CSc1nnc(-c2cccc(Br)c2)o1
  -0.05 | i
CN1C(=O)COc2ccc(C(=O)c3oc4ccccc4c3-c3cnc4c(c3)COc3ccccc3-4)cc21
  0.2 | i
CC(OC(=O)c1cc2sccc2n1C)C(=O)NCc1ccco1 (stereo not given)
  0.82 | i
O=C1CCCc2c1[nH]c1ccc(Cl)cc21
  -0.96 | i
CCOC(=O)N1CCC(NC(=O)c2cc3c(-c4ccc(OC)c(OC)c4)nn(C)c3s2)CC1
  -0.37 | i

The results go on:
Fields: Kir21 inh | KCNQ2 inh
CCCOc1ccc(Cl)cc1Nc1nc(NCCO)nc(N2CCCC2)n1
  0.67 | i
COc1cccc(N2CCN(C(=O)CCc3nnc4ccc(N5CCOCC5)nn34)CC2)c1
  -0.03 | i
Cc1cc(NC(=O)CSCC(=O)Nc2ccccc2N2CCCCC2)no1
  -0.71 | i
Cc1nn(Cc2ccccc2)c(Cl)c1C(=O)NCCc1ccc(Cl)cc1
  0.71 | i
Cc1ccc(/C=C2\SC(=S)N(CCCC(=O)NC3CCCC3)C2=O)cc1
  1.05 | i
COc1ccc(S(=O)(=O)N2CCC(C(=O)NCCC3=CCCCC3)CC2)cc1OC
  0.09 | i
O=C(NNC(=O)c1cc2cc(Br)ccc2oc1=O)c1ccc(O)cc1O
  1.67 | i
Cc1ccc(C)c(C(=O)COC(=O)c2cccc(N3C(=O)c4c(C)nc5ccccc5c4C3=O)c2)c1
  0.79 | i
CCc1ccc(Oc2cc(C)nc(N)n2)cc1
  1.6 | i
O=C(Cc1c(O)c2ccccc2[nH]c1=O)NCc1ccc(F)cc1
  -0.03 | i
O=C1CCC([N+](=O)[O-])C(c2ccc(-c3ccccc3)cc2)N1 (stereo not given)
  -1.23 | i
Cc1ccc(-c2nnc(SC(C)C#N)n2N)cc1 (stereo not given)
  -1.34 | i
Cc1cc(NC(=O)Cn2nc(C(=O)O)c3ccccc3c2=O)ccc1Br
  0.2 | i
Cc1oc(-c2ccc(Cl)cc2)nc1CN1CCCC(C(=O)NCc2cccnc2)C1 (stereo not given)
  0.09 | i
O=C(CSc1nc(-c2cccs2)cc(C(F)(F)F)n1)Nc1cc(OCC(F)(F)F)cc([N+](=O)[O-])c1
  -1.9 | i

Going on with the list:
Fields: Kir21 inh | KCNQ2 inh
O=C(CSC1=NS(=O)(=O)c2cc(F)ccc2N1)Nc1ccccc1F
  -1.61 | i
CC1(C)Cc2ccccc2-c2n[nH]c(=S)n21
  0.84 | i
O=C(c1ncc[nH]1)c1ccccc1C(=O)N1CCOCC1
  0.3 | i
Cc1ccn2cc(CNS(=O)(=O)c3ccc4ccccc4c3)nc2c1
  0.69 | i
COC(=O)CSc1nc2ccc(NC(C)=O)cc2s1
  -0.16 | i
NS(=O)(=O)c1ccc2nc(NC(=O)C3CCCO3)sc2c1 (stereo not given)
  1.29 | i
Cc1ccc(-n2cnn(-c3ccc([N+](=O)[O-])cc3[N+](=O)[O-])c2=O)cc1
  -1.64 | i
O=C(NC1CC2CCCC(C1)N2C(=O)NC1CCCCC1)c1ccc(F)cc1 (stereo not given)
  -0.56 | i
CC(=O)Nc1ccc(NC(=O)COc2ccc(S(=O)(=O)N3CCCC3)cc2)cc1
  -0.18 | i
CCOC(=O)c1sc2ncc([N+](=O)[O-])cc2c1N
  0.4 | i
Cc1c([C@H]2[C@@H](CC#N)C2(C)C)c2ccccc2n1C
  -0.04 | i
CCOc1ccc(NC(=O)C2CCCN(S(=O)(=O)c3ccc4c(c3)CC(C)N4C(C)=O)C2)cc1 (stereo not given)
  1.95 | i
CCOC(=O)N/N=C/c1cc(OC)c(O)c(OC)c1
  0.67 | i
Cc1ccc(NCc2nnc(SCC(N)=O)n2CCc2ccccc2)cc1
  0.21 | i
COCOc1ccc(/C=C2/Oc3cc(OCOC)cc(OCOC)c3C2=O)c(OCOC)c1
  -0.14 | i
